# TRHR ag = qHTS for Small Molecule Agonists and Allosteric Enhancers of Human TRH Receptor: Primary Screen for Agonists | Thyrotropin-releasing hormone receptor (Homo sapiens), P34981 | TRHR cells, calcium flux fluo-8, FDSS agonist mode | activation, % at 2 µM | actives 0.18% (n = 360,000) | AID 493084, 2011; further: 0% is about no effect
#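 Read-out: compound-evoked intracellular calcium rise in TRHR cells, fluo-8 dye, kinetic FDSS fluorescence at 1 s/cycle following a 10-cycle baseline. Cells cultured overnight before dye loading (30 min–1.5 h, RT).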
# TRHR enhancer = qHTS for Small Molecule Agonists and Allosteric Enhancers of Human TRH Receptor: Primary Screen for Enhancers. Thyrotropin-releasing hormone receptor (Homo sapiens), P34981. TRHR cells, fluo-8 calcium fluorescence, EC20 TRH enhancement. enhancement, % at 2 µM. actives 0.66% (n = 360,000); in the data active means enhancement above about 30%; further: 0% is about no effect
#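 Enhancer read-out: after compound pinning and an initial kinetic agonist-mode read, an EC20 of TRH (10 nM final) was injected and fluo-8 calcium signal (Ex 480/Em 530) followed at 1 s/cycle for 100 cycles in TRHR-expressing cells.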
# D1 potentiator = Potentiators of Human D1 Dopamine Receptor: qHTS; D(1A) dopamine receptor (Homo sapiens), P21728; HEK293 TREx D1 cells, calcium flux, dopamine EC20 potentiation; potentiation, % at 10 µM; actives 0.036% (n = 360,000); AID 504651, 2011; in the data active means potentiation above about 30%; further: 0% is about no effect
# RXFP1 antag = qHTS Assay for Antagonists of the Relaxin Receptor RXFP1; Relaxin receptor 1 (Homo sapiens), Q9HBX9; HEK293-RXFP1, relaxin-stimulated cAMP HTRF, 30 min; hits give low values; activity change, negative = inhibition, % at 57.5 µM; actives 0.59% (n = 350,000); AID 1259400, 2018;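 active means activity change of -60% or lower, but not beyond a set lower limit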; further: on the % scale 0 is the no-effect control and ±100 the full control effect
# Target sequence (Q9HBX9 whole entry, looked up): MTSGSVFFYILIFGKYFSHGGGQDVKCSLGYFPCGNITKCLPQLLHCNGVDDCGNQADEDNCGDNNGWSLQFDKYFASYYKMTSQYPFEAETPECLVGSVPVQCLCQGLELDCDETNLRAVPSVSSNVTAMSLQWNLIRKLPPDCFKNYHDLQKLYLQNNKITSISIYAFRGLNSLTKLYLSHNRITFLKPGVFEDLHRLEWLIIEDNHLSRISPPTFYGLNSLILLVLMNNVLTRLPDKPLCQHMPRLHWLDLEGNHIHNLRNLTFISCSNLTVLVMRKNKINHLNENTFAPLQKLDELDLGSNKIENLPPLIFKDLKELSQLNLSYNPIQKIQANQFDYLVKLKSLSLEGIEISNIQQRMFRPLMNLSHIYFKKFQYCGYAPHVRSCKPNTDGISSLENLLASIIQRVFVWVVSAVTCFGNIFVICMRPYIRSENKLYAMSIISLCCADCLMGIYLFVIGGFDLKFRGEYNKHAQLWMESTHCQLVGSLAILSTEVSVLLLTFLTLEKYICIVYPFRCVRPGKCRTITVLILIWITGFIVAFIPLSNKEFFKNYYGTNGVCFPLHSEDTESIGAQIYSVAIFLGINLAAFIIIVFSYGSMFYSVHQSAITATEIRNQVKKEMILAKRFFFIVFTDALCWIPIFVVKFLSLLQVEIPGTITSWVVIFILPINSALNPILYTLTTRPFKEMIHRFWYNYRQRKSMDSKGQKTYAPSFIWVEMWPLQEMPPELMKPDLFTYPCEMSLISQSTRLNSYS
# D2 ag = HTS Assay for Allosteric Agonists of the Human D2 Dopamine Receptor: Primary Screen for Agonists; AID 485358, 2010; D(2) dopamine receptor (Homo sapiens), P14416; activation, % at 2 µM; actives 0.53% (n = 340,000); HEK293 T-REx D2 cells, calcium flux agonist mode;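 active means activation over 3 SD above normal in the single-dose calcium agonist read, cut at about 30% in these data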; further: 0% is about no effect
#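 Tetracycline-induced HEK293 Trex cells with D2 receptor force-coupled to calcium signaling, plated overnight at 30 C and loaded with no-wash calcium dye. Calcium flux read kinetically for 180 s after compound addition; responses flag agonists.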
# D2 antagonist = HTS Assay for Allosteric Antagonists of the Human D2 Dopamine Receptor: Primary Screen for Antagonists; D(2) dopamine receptor (Homo sapiens), P14416; HEK293 TREx D2 cells, calcium flux, dopamine EC80; inhibition, % at 10 µM; actives 2% (n = 340,000); AID 485344, 2010; in the data active means inhibition above about 30%; further: 0% is about no effect
#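 Tetracycline-induced HEK293 TREx cells expressing D2 receptor forced-coupled to calcium signalling, loaded with no-wash calcium dye. Compounds added and calcium flux read 180 s, then dopamine added at EC80 and read a further 180 s.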
# D2 potentiator = HTS Assay for Positive Allosteric Modulators of the Human D2 Dopamine Receptor: Primary Screen for Potentiators; potentiation, % at 10 µM; actives 0.34% (n = 340,000); HEK293 T-REx D2, calcium flux, EC20 dopamine potentiation; D(2) dopamine receptor (Homo sapiens), P14416;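 active means potentiation over 3 SD above the plate norm, cut at about 30% in these data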; further: 0% is about no effect
#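 Using a no-wash calcium dye in inducible, force-coupled HEK293 Trex cells expressing D2, we tracked fluorescence each second for 180 s after compound, then for 180 s after EC20 dopamine to detect augmented signalling.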
# D1 ag = Allosteric Agonists of the Human D1 Dopamine Receptor: qHTS; actives 1% (n = 360,000); HEK293 T-REx D1 cells, calcium flux, agonist mode; D(1A) dopamine receptor (Homo sapiens), P21728; activation, % at 2 µM; AID 504660, 2011; further: 0% is about no effect
#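 Inducible HEK293 T-REx D1 cells, force-coupled to calcium signalling, were plated at 4000 cells/well with tetracycline and held overnight at 30 C. After no-wash calcium dye loading, compound-evoked calcium rise over 180 s flagged agonists.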
# D1 antag = Antagonist of Human D 1 Dopamine Receptor: qHTS; D(1A) dopamine receptor (Homo sapiens), P21728; HEK293 TREx D1 cells, calcium flux, dopamine EC80; hits give low values; activity change, negative = inhibition, % at 10 µM; actives 3.2% (n = 360,000); in the data active means activity change below about -30%; further: on the % scale 0 is the no-effect control and ±100 the full control effect
#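 HEK293 T-REx cells expressing inducible, force-coupled D1 receptor; no-wash Ca dye, 30–90 min RT. Cmpd → 180 s read at 1 Hz → EC80 DA → 180 s read.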
# * hit, by the source's call; x = no result given; & = joins results of further samples. Unless noted, no stated cut-off is given here; in the data, active means activation above about 30%; inactive means the rest.
SMILES,TRHR ag,TRHR enhancer,D1 potentiator,RXFP1 antag,D2 ag,D2 antagonist,D2 potentiator,D1 ag,D1 antag
COc1ccc(/C=N/NC(=O)CSc2ccccn2)cc1OC,0.6,4,-8,-5,-0.3,-4,9,1,-32*
CC(=O)c1cn(CCCCCCCCCCn2cc(C(C)=O)c(=O)[nH]c2=O)c(=O)[nH]c1=O,-0.3,0,3,x,0.0,-15,1,1,6
CCC(C)/C(C)=N/NC(=O)c1ccc(COc2ccc(Cl)c(C)c2)cc1 (configuration not stated),0.2,-3,-2,-3,-0.1,21,1,8,-9
COc1ccc(-c2nc(CS(=O)CC(=O)NCCCN3CCCC3)c(C)o2)cc1OC (configuration not stated),-1.0,11,-1,0,-0.5,14,8,6,5
Cc1ccc(OCC(=O)NCCCNC(=O)c2ccncc2)cc1,-1.9,9,-5,-4,-2.0,5,22,3,9
CCn1cc(C(=O)NCc2ccccc2OC)c(=O)c2cc(S(=O)(=O)N(C)C)ccc21,-0.5,-31,-7,x,-0.2,-8,6,1,-4
COc1ccc(-c2nnn3c2nc(N2CCCC(C)C2)c2ccccc23)cc1 (configuration not stated),-2.0,11,1,x,0.2,x,5,2,8
Nc1ccccc1O,1.0,1,-4,x,2.2,0,11,8,x
O=C(CC1OC(=O)c2ccccc21)c1ccco1 (configuration not stated),0.3,8,-5,20,0.1,6,-3,1,-4
O=C(O)C1CCN(C(=O)c2ccccc2Cl)CC1,0.6,8,-4,-4,-0.3,5,-1,-1,x
CCOC(=O)N1CCc2c(sc3c2c(=O)n(-c2ccc(CC)cc2)c(=O)n3CC(=O)c2ccccc2)C1,1.3,-3,-4,9,0.0,x,1,4,1
O=C(Nc1nncs1)c1ccc2c(c1)OCO2,1.1,-5,-4,-30,-0.4,-3,-3,3,-14
CSCC[C@H](NS(=O)(=O)c1ccc(C)cc1)C(=O)N1CCC(C(=O)N[C@H](C(=O)O)c2ccccc2)CC1,-0.3,-3,-4,x,0.2,24,4,4,9
CCN(C(=O)CSc1nc2ccccc2c(=O)n1CCOC)C1CCS(=O)(=O)C1 (configuration not stated),1.0,10,-4,-16,0.1,25,-8,2,-1
CC(=O)Nc1ccc(S(=O)(=O)NCc2ccc3[nH]c(C)cc3c2)cc1,0.5,0,0,-2,0.5,-9,-6,-2,-10
C/C(=N\Nc1nc(-c2ccccc2O)nc2ccccc12)c1ccccc1,0.8,-16,-4,12,0.1,-8,0,2,-5
O=C(Nc1c(C(=O)Nc2ccccc2)cnn1-c1ccccc1)c1ccco1,-0.6,-1,0,-5,0.9,-13,-3,0,-2
CC1CCCCN1C(=O)c1c(Cl)cnn1C (configuration not stated),0.8,3,6,3,-1.1,12,1,3,-4
CCOC(=O)c1c(NC(=O)c2ccc(F)cc2)sc2c1CCC(CC)C2 (configuration not stated),0.7,-6,0,4,0.9,x,3,4,-14
CCCNC(=O)c1ccc(COc2ccc(Cl)cc2)o1,-1.2,-1,-9,4,-0.3,-3,6,4,-5
O=C(NCCc1ccccc1)c1cccc(S(=O)(=O)N2CCCCC2)c1,-0.3,-2,1,-10,-0.7,-1,-6,6,0
O=C(OCn1nnc2ccccc2c1=O)c1ccco1,0.4,2,7,3,-0.1,-12,-6,-1,5
COC(=O)c1cc(NC(=S)Nc2cc(Cl)cc(Cl)c2)cc(C(=O)OC)c1,-0.5,-5,-7,0,-0.7,0,12,3,-4
Cc1ccccc1C(=O)Nc1ccc(C(=O)NNC(=O)CCCOc2ccc(Cl)cc2Cl)cc1,0.4,2,-4,-7,0.3,3,-1,3,-39*

# Nine consecutive records from above, quoted:
SMILES,TRHR ag,TRHR enhancer,D1 potentiator,RXFP1 antag,D2 ag,D2 antagonist,D2 potentiator,D1 ag,D1 antag
C/C(=N\Nc1nc(-c2ccccc2O)nc2ccccc12)c1ccccc1,0.8,-16,-4,12,0.1,-8,0,2,-5
O=C(Nc1c(C(=O)Nc2ccccc2)cnn1-c1ccccc1)c1ccco1,-0.6,-1,0,-5,0.9,-13,-3,0,-2
CC1CCCCN1C(=O)c1c(Cl)cnn1C (configuration not stated),0.8,3,6,3,-1.1,12,1,3,-4
CCOC(=O)c1c(NC(=O)c2ccc(F)cc2)sc2c1CCC(CC)C2 (configuration not stated),0.7,-6,0,4,0.9,x,3,4,-14
CCCNC(=O)c1ccc(COc2ccc(Cl)cc2)o1,-1.2,-1,-9,4,-0.3,-3,6,4,-5
O=C(NCCc1ccccc1)c1cccc(S(=O)(=O)N2CCCCC2)c1,-0.3,-2,1,-10,-0.7,-1,-6,6,0
O=C(OCn1nnc2ccccc2c1=O)c1ccco1,0.4,2,7,3,-0.1,-12,-6,-1,5
COC(=O)c1cc(NC(=S)Nc2cc(Cl)cc(Cl)c2)cc(C(=O)OC)c1,-0.5,-5,-7,0,-0.7,0,12,3,-4
Cc1ccccc1C(=O)Nc1ccc(C(=O)NNC(=O)CCCOc2ccc(Cl)cc2Cl)cc1,0.4,2,-4,-7,0.3,3,-1,3,-39*

# Next section:
SMILES,TRHR ag,TRHR enhancer,D1 potentiator,RXFP1 antag,D2 ag,D2 antagonist,D2 potentiator,D1 ag,D1 antag
Nc1ccc(S(=O)(=O)O)cn1,0.3&-0.6&0.4,-3&-3&1,0&-8&1,2&-3&-17,1.3&0.6&2.4,8&-2&9,-3&9&5,3&2&2,0&-5&2
Cc1c(OCC(=O)C(C)(C)C)ccc2c(-c3ccccc3)cc(=O)oc12,-0.4,-3,2,3,1.6,10,-5,8,6
NC(=O)CCN1CCN(S(=O)(=O)/C=C/c2ccccc2)CC1,1.3,4,0,0,1.1,16,11,0,27
O=C(CCn1cnnn1)Nc1cc(C(F)(F)F)cc(C(F)(F)F)c1,1.4,2,0,x,x,x,-11,0,1
NC(=O)NCC(c1ccccc1)C1CCCCC1 (configuration not stated),0.4,-4,2,-4,1.6,-7,14,-3,22
Cc1sc2nc(CSc3nnc(Cc4cccs4)n3C3CCCCC3)[nH]c(=O)c2c1C,0.7,-1,3,4,-1.8,-4,12,2,-1
Cc1nn(CC(=O)NC(=O)c2ccccc2)c(C)c1[N+](=O)[O-],1.7,3,1,-2,0.4,-3,1,0,-18
Cc1ccccc1NC(=O)Cn1c(=O)n(CC2CCC(C(=O)NCCc3ccccc3)CC2)c(=O)c2ccccc21 (configuration not stated),-0.1,1,-1,x,x,x,-5,1,-14
COc1ccc(Oc2nc3c(c(=O)n(C)c(=O)n3C)n2Cc2ccccc2)cc1,0.3,3,1,-10,-0.2,-14,2,1,-13
O=C(/C=C/c1ccc2c(c1)OCO2)c1ccco1,-0.1,-4,-6,x,-0.4,9,-7,0,-1
Cc1ccc(Cl)cc1Nc1nn2c(=O)c3ccc(C(=O)NC(C)c4ccccc4)cc3nc2s1 (configuration not stated),-1.4,17,2,-20,-1.1,x,1,0,-54*
COC(=O)C1=C(C)OC(N)=C(C#N)C1c1ccccc1F (configuration not stated),-0.1,-2,-9,13,-0.6,18,4,0,-14
CC12CCC(C(=O)Nc3nccs3)(OC1=O)C2(C)C (configuration not stated),0.3,3,-2,-6,0.0,9,1,0,-31*
CCCn1c(N)c(C(c2ccc(OC)cc2)N2CCN(c3ccccc3)CC2)c(=O)[nH]c1=O (configuration not stated),1.3,-3,-2,-12,43*,3,-10,3,1
O=C(c1ccccc1)n1nnc2ccccc21,0.4,-4,0,2,-1.1,18,6,2,-8
Cc1ccc(CN(C(=O)N2CCN(C)CC2)S(=O)(=O)c2ccc(C)cc2)cc1,0.9,-6,0,-11,0.0,-13,-11,2,5
O=C(c1cccc(Cl)c1)C1CCCN(S(=O)(=O)c2ccccc2)C1 (configuration not stated),-1.1,-1,-3,-1,0.9,-8,-10,0,-54*
COc1ccc(Nc2nc(C)cc(=O)[nH]2)cc1,-0.4,-9,-6,-4,0.1,-10,8,-1,-8
CCOc1ccc2nc(SCC(=O)NC3CCCCC3)[nH]c2c1,-1.0,-2,4,-17,-0.1,-4,5,-1,-11
CS(=O)(=O)N1CCN=C1SCc1ccc(Br)cc1,0.7,0,0,11,x,x,x,2,-1
COC(=O)c1sccc1S(=O)(=O)Nc1ccc(C)cc1,-0.1,-3,-2,5,-1.3,-9,-2,0,16
COc1ccc(NC(=O)CC(C(=O)O)N2CCCCC2)cc1 (configuration not stated),0.3,2,6,x,0.6,8,-5,1,0
CC1(c2ccc(Cl)cc2)NC(=O)N(CC(=O)NC(=O)NCc2ccco2)C1=O (configuration not stated),-0.1,-4,2,-7,0.0,-1,9,2,6
Cc1ccnc(N2CCC(C(=O)NNC(=O)c3ccccc3C)CC2)n1,-0.1,0,-1,10,0.4,23,7,-1,3
COc1cccc2c1cc1c(=O)n(CC(=O)N3CCC(C)CC3)nc(C)n12,-0.8&0.6,1&-1,-5&0,5&-14,x,x,-9,2&0,-3&5
Cc1n(CC(=O)c2ccc(F)cc2)c2ccccc2[n+]1C,0.2,1,6,9,2.2,13,-6,2,6
O=C(COc1ccccc1[N+](=O)[O-])N/N=C/c1cccs1,0.2,6,0,-2,0.1,-9,1,3,-2
CC(=O)Nc1cccc(C(=O)OCC(=O)NC(=O)c2ccccc2)c1,0.0,10,0,12,0.1,-12,-3,6,-4
COc1ccc2oc(C(=O)OCC(=O)NCC3CCCO3)c(C)c2c1 (configuration not stated),-0.2,9,-9,-13,0.2,28,7,1,-27
CN(c1ccccc1)S(=O)(=O)c1cccc(NC(=O)c2ccncc2)c1,0.2,-11,-2,1,-1.8,-7,-4,13,-27
CC(/C=C/c1ccccc1)=N\Nc1ccccc1[N+](=O)[O-],0.0,-2,4,4,1.4,0,2,5,2
COc1ccc(-n2c(Cc3ccccc3)nnc2SCc2nc(-c3cccs3)no2)cc1,1.4,-1,-1,x,1.4,x,-13,10,-10
CCOC(=O)C1CCCN(CC(=O)c2c[nH]c3ccc(C)cc23)C1 (configuration not stated),0.3,-3,0,3,-0.1,11,-3,3,1
COc1ccc(/C=C(\C#N)C(=O)N=CN(C)C)cc1,-0.1,-3,0,-13,0.7,-16,7,3,9
CC(c1ccco1)N(Cc1ccco1)C(=O)Nc1ccccc1 (configuration not stated),2.2,5,3,8,0.0,2,-1,6,-7
